MEX-5 binding – C. elegans MEX-5 TCR-2 RNA binding activity; AID 1832; MEX-5/FITC-TCR2 RNA binding, fluorescence polarization; active compounds read low; activity score (negative = inhibition of binding), % at 10 µM; 300,000 tested, 0.38% active;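 active means inhibition past about -25% in most replicates, and total fluorescence under double the plate's negative control median, limit read from the data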;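 further: 0% = DMSO and -100% = 5 µM competing unlabeled TCR2 RNA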
Target sequence (Q9XUB2 whole entry, looked up): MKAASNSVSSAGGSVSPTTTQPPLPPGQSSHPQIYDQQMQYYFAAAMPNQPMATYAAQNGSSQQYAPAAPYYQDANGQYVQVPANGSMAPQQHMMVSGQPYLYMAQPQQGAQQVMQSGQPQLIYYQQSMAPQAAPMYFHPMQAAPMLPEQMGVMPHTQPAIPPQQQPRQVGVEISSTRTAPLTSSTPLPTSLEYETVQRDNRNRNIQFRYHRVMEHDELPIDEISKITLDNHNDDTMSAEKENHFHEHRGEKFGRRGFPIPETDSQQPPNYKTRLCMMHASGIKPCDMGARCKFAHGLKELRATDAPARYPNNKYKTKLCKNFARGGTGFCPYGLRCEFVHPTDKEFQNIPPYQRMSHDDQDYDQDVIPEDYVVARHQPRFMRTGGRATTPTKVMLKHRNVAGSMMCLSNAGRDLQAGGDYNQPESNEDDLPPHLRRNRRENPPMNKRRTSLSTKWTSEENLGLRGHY
GRK2 aptamer HTS – human GRK2 inhibition via aptamer displacement; P25098; bead flow cytometry, FAM-aptamer displacement from GRK2; inhibition of aptamer binding, % at 10 µM; 330,000 tested, 0.59% active; AID 488847;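 active means inhibition of aptamer binding above 40%, roughly 3 SD of noise, on plates passing a quality check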;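 further: median bead fluorescence of bound FAM aptamer so fluorescent compounds give negative values; no value below 0 was filed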
GLD-1 TGE inh – GLD-1-TGE RNA interaction inhibition (C. elegans); inhibition, % at 5.96 µM; purified GLD-1 + fluorescein TGE RNA, fluorescence polarization; Q17339; 320,000 tested, 0.44% active;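 active means percent inhibition above a per-plate cutoff, the plate mean of test compounds plus 3 SD, cut at about 30% in these data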;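 further: 0% = DMSO wells with GLD-1 and probe and 100% = wells lacking GLD-1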
Target sequence (Q17339 whole entry, looked up): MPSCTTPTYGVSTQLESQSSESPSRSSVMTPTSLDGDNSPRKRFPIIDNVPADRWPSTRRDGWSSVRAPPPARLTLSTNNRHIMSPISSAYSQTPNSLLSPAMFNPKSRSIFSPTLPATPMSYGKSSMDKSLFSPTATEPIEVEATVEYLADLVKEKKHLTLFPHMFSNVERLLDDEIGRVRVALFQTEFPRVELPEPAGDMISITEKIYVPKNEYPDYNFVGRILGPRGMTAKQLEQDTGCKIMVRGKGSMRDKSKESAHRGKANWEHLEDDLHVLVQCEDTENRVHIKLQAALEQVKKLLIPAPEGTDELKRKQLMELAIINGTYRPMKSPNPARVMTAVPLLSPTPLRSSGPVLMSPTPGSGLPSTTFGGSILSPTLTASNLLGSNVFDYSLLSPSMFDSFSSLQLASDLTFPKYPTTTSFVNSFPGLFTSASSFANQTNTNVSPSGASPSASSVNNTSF
MCL1-BIM inh – disrupts human MCL1 binding to BIM-BH3 peptide; inhibition, % at 10.9 µM; 320,000 tested, 0.68% active; GST-MCL1 / FITC-Bim-BH3 fluorescence polarization; Q07820; AID 2057;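 active means inhibition above the mean inhibition of all tested compounds plus 3 SD, set per campaign, cut at about 40% in these data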;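 further: 0% = DMSO wells and 100% = unlabeled Bim-BH3 peptide control; higher means more loss of mP so more displacement of Bim peptide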
Fam108B counter – blocks mouse Fam108B hydrolase in RBBP9 counter-screen | recombinant Fam108B, FP-Rh probe fluorescence polarization | inhibition, % at 9.51 µM | 300,000 tested, 0.33% active | AID 1947;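 active means inhibition above the screen mean inhibition plus 3 SD, computed separately per campaign, cut at about 18% in these data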;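 further: inhibitors lower polarization as less probe binds the enzyme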
VLA-4 inh – inhibition in a human VLA-4 binding assay; P13612; VLA-4 expressing cells, ligand binding flow cytometry; inhibition, % (about 7 µM as worked out from the volumes in the protocol); 330,000 tested, 0.2% active; AID 2557; in the data active means inhibition above about 50%
CIT2-GFP yeast – modulators of TOR pathway CIT2-GFP in S. cerevisiae; 320,000 tested, 0.065% active; S. cerevisiae CIT2-GFP strain, flow cytometry, 3 h; 100 means same as DMSO wells; GFP response vs DMSO, % at 10 µM; AID 2029;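 active means GFP response relative to DMSO above a set limit, near the screen mean plus 3 SD, cut at about 150% in these data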;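 further: ratio of well median GFP fluorescence to mean of DMSO wells on the plate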
AGP1 TOR yeast – alters AGP1-GFP fluorescence in TOR pathway yeast screen; S. cerevisiae AGP1-GFP multiplex flow cytometry, 3 h; GFP as percent of DMSO wells; GFP response vs DMSO, % at 10 µM; 320,000 tested, 0.02% active; AID 2066;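 active means GFP response relative to DMSO above a set limit, near screen average plus 3 SD, cut at about 150% in these data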;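 further: median GFP channel fluorescence of the gated AGP1 strain per well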
BCLXL inh – Bcl-xL (human) inhibition; Q07817; GST-Bcl-xL / FITC-Bim BH3 peptide fluorescence polarization; inhibition, % at 10.9 µM; 320,000 tested, 0.7% active; AID 2129;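 active means inhibition above the mean of all tested compounds plus 3 SD, cutoff set per campaign, cut at about 30% in these data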;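 further: 0% = DMSO wells and 100% = unlabeled Bim-BH3 peptide competitor; inhibitors lower millipolarization by displacing the labeled peptide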
Starred values were filed as active, the others as inactive; . = not tested or not shown.

SMILES	MEX-5 binding	GRK2 aptamer HTS	GLD-1 TGE inh	MCL1-BIM inh	Fam108B counter	VLA-4 inh	CIT2-GFP yeast	AGP1 TOR yeast	BCLXL inh
O=C(Nc1ccc(O)cc1)c1ccc(NC(=O)c2cccs2)cc1	1.7	4	-5	1	-7	2	101	95	6
CCOc1ccc(-c2nnc3ccc(SCC(=O)Nc4nc5ccccc5s4)nn23)cc1	-1.5	0	1	-1	-21	-4	97	89	0
CCOc1ccc(NC(=O)CCS(=O)(=O)c2cccc3nsnc23)cc1	1.9	0	2	3	-2	-11	102	103	4
CCc1ccc(C2C(C#N)=C(N)OC3=C2C(=O)CCC3)s1 (centres undefined)	-0.1	0	-4	-2	-7	-4	.	90	0
O=C(NC1(C(F)(F)F)NC(=O)N(C2CCCCC2)C1=O)c1cccs1 (centres undefined)	-3.2	0	7	1	2	-1	101	105	3
CCN(CC)S(=O)(=O)c1ccc(N2CCCC2)c(NC(=O)CN2C(=O)NC3(CCCC3)C2=O)c1	0.1	0	9	-4	0	20	92	111	3
O=C(Cc1cccs1)Nc1ccc(C(=O)O)cc1	2.0	0	0	6	-6	0	102	106	5
O=C(COC(=O)Cc1n[nH]c(=O)c2ccccc12)Nc1ccc(Cl)cn1	.	2	1	-3	.	-3	96	107	4
CCC1CCCCN1CCCNC(=O)c1cn(CC)c2ccc(S(=O)(=O)N3CCc4ccccc4C3)cc2c1=O (centres undefined)	0.4	0	-10	-2	-3	4	100	105	7
Cc1c(N2C(=O)CSC2c2ccccc2)c(=O)n(-c2ccccc2)n1C (centres undefined)	-0.5	2	-2	11	1	14	91	94	4
COc1ccc(N2CCCCn3c2nc2c3c(=O)[nH]c(=O)n2C)cc1	-3.0	5	7	1	4	6	103	96	9
C#CC1(O)CC(C)NCC1(C)CCC#N (centres undefined)	0.8	0	3	-2	1	47	82	91	4
CCc1nc2ccccc2n1CCC(=O)O	-2.0	0	9	-2	-4	-1	100	109	3
Cc1ccccc1Oc1ccc(NC(=O)C2CC=CCC2C(=O)O)cc1 (centres undefined)	-0.7	0	3	-3	4	54*	97	94	-1
CCN(C(=O)CSC1=Nc2ccccc2C2CC=NN12)C1CCS(=O)(=O)C1 (centres undefined)	-0.8	0	-2	7	3	14	94	92	8
Cc1ccccc1C(=O)NC1CCN(CC(=O)Nc2c(C)cccc2C)CC1	-1.0	1	1	-5	-3	4	101	.	2
CC(C)CCNC(=O)NC(=O)CSc1ccc(S(=O)(=O)N2CCOCC2)cn1	.	0	3	1	.	-2	100	97	0
Cc1ccc(S(=O)(=O)Nc2ncnc3sccc23)cc1C	.	16	-2	4	.	-1	96	100	2
O=C(CCc1nc2ccccc2n1-c1ccccc1)NCCO	2.8	3	2	2	0	20	105	104	-1
CCOc1ccc(C(=O)CCC(=O)NC(CC(C)C)C(=O)OC)cc1 (centres undefined)	1.0	0	2	-3	4	14	105	102	-4
CCCCC(=O)Nc1ncc(Br)s1	2.0	3	2	13	7	4	101	123	4
CCC(CC)C(=O)Nc1ccc(-c2cn3cccnc3n2)cc1	2.1	1	3	-10	2	-75	100	104	-3
COc1ccccc1N1CCN(c2ccc([N+](=O)[O-])cc2Cl)CC1	2.4	3	1	4	-3	18	91	85	1
O=C(Nc1ccc2c(c1)OCO2)Nc1cnccn1	0.3	0	2	-3	-1	3	93	100	-3
COCC(=O)N1CCC(Oc2ccc(C(=O)NC3Cc4ccccc4C3)cc2)CC1	0.2	4	3	-2	-3	15	102	100	2
Brc1ccc2c(c1)[C@H]1OCC[C@H]1[C@@H](c1cccs1)N2	1.4	0	0	3	-2	-2	.	.	0
[O-]/[N+](=C/c1ccc(F)cc1)c1ccccc1	-0.9	1	6	2	-2	13	112	103	2
CCOC(=O)C1CCN(c2ncnc3nc[nH]c23)CC1	-1.2	2	1	-1	3	26	103	101	2
Cc1nnc(NC(=O)CSC2=NN3CCCC(=O)N=C3S2)s1	-2.0	0	4	-3	2	20	99	102	-2
CCOC(=O)C1CCCN(C(=O)CN2C(=O)/C(=C/c3ccc(OC)cc3)Oc3ccccc32)C1 (centres undefined)	0.1	4	0	8	-3	0	100	100	5
c1ccc(-c2noc(CN3CCOCC3)n2)cc1	3.1	2	-1	-5	3	-13	92	95	-3
Cc1ccc(OCc2n[nH]c(=S)n2C2CCCCC2)cc1	-1.4	3	0	-16	6	7	100	93	2
CCOc1ccc(NS(=O)(=O)c2ccc(C)c(C(N)=O)c2)cc1	2.2	1	3	-1	-3	-1	94	102	7
NC(Cc1ccc(O)cc1)c1cn([C@@H](CCC(=O)O)C(=O)N2CCNCC2)nn1 (some centres undefined)	-2.0	3	2	0	1	-11	97	99	1
O=C(O)CNC(=O)c1ccccc1F	-3.8	0	2	-3	-2	-3	92	88	1
C=C(C)CSc1nnc(-c2ccc(OC)c(OC)c2)n1N	2.6	2	2	7	-1	-13	105	111	1
CCC(CC)c1nnc(NC(=O)Cc2cccs2)s1	0.1	0	-9	-5	-3	-11	108	105	-2
O=C(Cn1nc2n(c1=O)-c1ccccc1SC2)N/N=C/c1cccs1	0.0	2	8	-1	0	3	94	100	6
COCCOC(=O)c1c(C)oc2ccc(OCC=C(C)C)cc12	-4.2	0	4	4	0	24	96	103	6
CCC(C)C(=O)Nc1nc2ccc(S(C)(=O)=O)cc2s1 (centres undefined)	1.3	0	-7	0	-2	6	93	96	0

Results in VLA-4 inh, CIT2-GFP yeast and GRK2 aptamer HTS (four entries from above):
SMILES	VLA-4 inh	CIT2-GFP yeast	GRK2 aptamer HTS
CCC(CC)c1nnc(NC(=O)Cc2cccs2)s1	-11	108	0
c1ccc(-c2noc(CN3CCOCC3)n2)cc1	-13	92	2
COCCOC(=O)c1c(C)oc2ccc(OCC=C(C)C)cc12	24	96	0
Cc1ccc(OCc2n[nH]c(=S)n2C2CCCCC2)cc1	7	100	3

Further entries.
SMILES	MEX-5 binding	GRK2 aptamer HTS	GLD-1 TGE inh	MCL1-BIM inh	Fam108B counter	VLA-4 inh	CIT2-GFP yeast	AGP1 TOR yeast	BCLXL inh
CCOC(=O)C1(Cc2ccccc2C(F)(F)F)CCN(C(=O)c2cc(C(C)=O)n[nH]2)CC1	-1.0	3	-6	6	2	-3	99	99	5
CCC(C)NC(=O)c1ccc(CSCc2ccccc2Cl)o1 (centres undefined)	1.2	0	9	4	0	3	99	88	8
CCOC(=O)c1c(NC(=O)CN2C(=O)NC3(CCC(C)CC3)C2=O)sc(C)c1CC (centres undefined)	-0.2	1	0	-3	-1	12	94	100	3
COc1ccc(S(=O)(=O)N(C)c2ccc(C(=O)NCC3CCCO3)cc2)cc1 (centres undefined)	3.6	0	5	10	6	5	104	101	1
Cc1[nH]nc2c1C(c1ccc(F)cc1)C(C#N)=C(N)O2 (centres undefined)	-0.6	2	-1	6	-3	3	102	110	-3
CS(=O)(=O)NCCNc1ncc(C(F)(F)F)cc1Cl	1.1	0	1	-5	-6	14	91	94	3
COc1ccccc1CNC(=O)c1cc(-c2ccccc2)nn1CC1CC(c2cccc([N+](=O)[O-])c2)=NO1 (centres undefined)	0.2	.	12	5	1	.	.	.	1
COc1ccc2c(c1)OC[C@H]1[C@H]2N2C(=O)CN(CCc3c[nH]c4ccccc34)C(=O)[C@@]2(C)[C@H]1c1ccccc1	.	2	1	-10	.	7	95	97	-2
Cc1ccc(C(=O)Cn2c3[n+](c4ccccc42)CC(O)CS3)cc1 (centres undefined)	1.0	1	4	0	1	-1	103	105	-4
CNC1(c2nnnn2-c2ccccc2C)CCOC(C)(C)C1 (centres undefined)	0.2	1	-2	-1	-1	7	99	102	1
COc1ccc(N2C(=NC(=O)C3CCCO3)SC3CS(=O)(=O)CC32)cc1 (centres undefined)	-1.4	1	6	10	-1	-2	98	98	9
CCn1c(=NC(=O)c2ccco2)sc2cccc(F)c21	1.7	3	-5	3	-5	-7	101	97	2
Cc1nc2c(F)c(F)c(C(F)(F)F)c(F)c2[nH]1	2.4	3	2	1	10	2	98	98	-1
O=C(COC(=O)CN1C(=O)C2CCCCC2C1=O)Nc1ccc(F)c(F)c1F (centres undefined)	.	0	4	.	.	7	108	95	.
O=C(COc1ccc(Cl)cc1Cl)OCC(=O)N1CCCc2ccccc21	-2.3	1	5	7	2	33	102	102	2
Cc1ccc(NC(=O)CN2C(=O)NC(Cc3ccccc3)C2=O)cc1Cl (centres undefined)	.	0	3	-5	.	6	93	109	-4
CC(O)c1nc2ccccc2n1CCCc1ccccc1 (centres undefined)	0.7	2	9	-6	-1	24	93	89	1
CCOC(=O)N1CCN(C(=O)c2c[nH]c3ccc(S(=O)(=O)N(C)c4ccccc4C)cc3c2=O)CC1	0.6	1	5	-7	5	5	98	95	1
CC(C)c1cc[n+](-c2nc([O-])sc2C=O)cc1	-22	1	12	45*	2	10	93	89	42*
Cc1ccc(/C=N/NC(=O)c2ccc3nc[nH]c3c2)s1	-5.9	2	-1	0	-6	-2	92	92	-3
c1ccc(C2(CN3CCNC[C@@H]3CC3CCCCC3)CC2)cc1	.	12	-2	.	.	0	97	99	.
Cc1cnc(NC(=O)CSc2nnc(COc3ccccc3)o2)s1	-1.5	1	0	4	1	16	96	105	3
N#Cc1c(N)nc2c(c1N)CC(=O)N2c1ccc(Cl)cc1	1.8	2	0	7	-3	-4	94	92	7
O=C(CSc1nc2c(c(=O)n1-c1ccc(F)cc1)SCC2)NCc1ccco1	.	1	0	6	-5	4	95	98	2

Entries of single compounds as entered above. Order of screens: MEX-5 binding	GRK2 aptamer HTS	GLD-1 TGE inh	MCL1-BIM inh	Fam108B counter	VLA-4 inh	CIT2-GFP yeast	AGP1 TOR yeast	BCLXL inh
`N#Cc1c(N)nc2c(c1N)CC(=O)N2c1ccc(Cl)cc1` is entered as 1.8	2	0	7	-3	-4	94	92	7
`c1ccc(C2(CN3CCNC[C@@H]3CC3CCCCC3)CC2)cc1` is entered as .	12	-2	.	.	0	97	99	.
`Cc1cnc(NC(=O)CSc2nnc(COc3ccccc3)o2)s1` is entered as -1.5	1	0	4	1	16	96	105	3
`O=C(CSc1nc2c(c(=O)n1-c1ccc(F)cc1)SCC2)NCc1ccco1` is entered as .	1	0	6	-5	4	95	98	2

Bioassay records from PubChem BioAssay.
